Screening results from PubChem.
NPSR antag: qHTS Assay for Antagonists of the Neuropeptide S Receptor: cAMP Signal Transduction; Q6W5P4; CHO-NPSR cells, cAMP TR-FRET, antagonist mode; Potency, µM (top dose mostly 38.3 µM), for inactives: at the top dose activity change, negative = inhibition, usual class: inhibitors; 1% of 220,000 active; AID 1461, 2008; also: potency is read from the fitted curve at half-maximal effect; % is scaled to controls: 0 for no effect and ±100 for the full control effect; nearly all actives have a fitted effect of over 50% in size; many of its hits are not listed in these tables
Target sequence (Q6W5P4 whole entry, looked up): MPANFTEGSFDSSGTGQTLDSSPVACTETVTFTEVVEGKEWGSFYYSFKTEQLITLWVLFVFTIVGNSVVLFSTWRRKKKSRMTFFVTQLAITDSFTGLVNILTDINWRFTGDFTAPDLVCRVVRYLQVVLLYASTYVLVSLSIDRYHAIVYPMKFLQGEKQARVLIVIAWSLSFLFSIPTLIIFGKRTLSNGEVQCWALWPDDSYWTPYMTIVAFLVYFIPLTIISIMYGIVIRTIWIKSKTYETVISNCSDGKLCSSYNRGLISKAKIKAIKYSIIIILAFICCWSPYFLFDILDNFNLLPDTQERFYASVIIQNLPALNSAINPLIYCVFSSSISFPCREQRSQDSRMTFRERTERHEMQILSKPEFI
Tau fluor counter: Counterscreen qHTS for Inhibitors of Tau Fibril Formation, Fluorescence Polarization. tau K18 P301L Alexa594 fluorescence, heparin fibrillization. Potency, µM (doses to about 57.7 µM), for inactives: at the top dose activity change, negative = decrease. 0.93% of 280,000 active. AID 1463, 2008; also: potency is read from the fitted curve at half-maximal effect; % is scaled to controls: 0 for no effect and ±100 for the full control effect; nearly all actives have a fitted effect of over 55% in size
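Human tau K18 P301L (15 uM unlabeled, 0.24 uM Alexa 594-labeled) in 100 mM sodium acetate pH 7 with 20 uM heparin, 6 hr at 37 C. ThT 30 uM added, 1 hr ambient; Alexa 594 FP and total fluorescence read at 555/632 nm.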
TexasRed fluor: Total Fluorescence Counterscreen for Inhibitors of the Interaction of Thyroid Hormone Receptor and Steroid Receptor Coregulator 2; TRb/SRC2 Texas Red total fluorescence interference; Potency, µM (doses to about 106 µM), inactives show at the top dose fluorescence change, negative = quenching; AID 1479, 2009; 0.29% of 280,000 active; active = well fitted curve in either direction with a large enough effect; inconclusive = small, poorly fitted or top-dose-only effect; also: potency is read from the fitted curve at half-maximal effect; % is scaled to controls: 0 for no effect and ±100 for the full control effect
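Human TRβ ligand-binding domain (0.6 uM) and Texas Red SRC2 peptide (20 nM) in Tris buffer with 1 uM T3 and 5% DMSO were incubated with pinned compound for 5 hr at ambient temperature. Total fluorescence was computed as S + 2P (555/632 nm).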
CBFb RUNX1 block: qHTS Assay for Compounds Blocking the Interaction Between CBF-beta and RUNX1 for the Treatment of Acute Myeloid Leukemia; Runt-related transcription factor 1 (Homo sapiens) + Core-binding factor subunit beta …; AlphaScreen CBFb-His/RUNX1-biotin binding, biochemical; Potency, µM (doses to about 59.8 µM), without a hit: at the top dose activity, negative = inhibition, most hits filed as inhibitors; 230,000 tested, under 10 active; also: % of control where 0% means no effect
Target sequence (Q01196 whole entry, looked up): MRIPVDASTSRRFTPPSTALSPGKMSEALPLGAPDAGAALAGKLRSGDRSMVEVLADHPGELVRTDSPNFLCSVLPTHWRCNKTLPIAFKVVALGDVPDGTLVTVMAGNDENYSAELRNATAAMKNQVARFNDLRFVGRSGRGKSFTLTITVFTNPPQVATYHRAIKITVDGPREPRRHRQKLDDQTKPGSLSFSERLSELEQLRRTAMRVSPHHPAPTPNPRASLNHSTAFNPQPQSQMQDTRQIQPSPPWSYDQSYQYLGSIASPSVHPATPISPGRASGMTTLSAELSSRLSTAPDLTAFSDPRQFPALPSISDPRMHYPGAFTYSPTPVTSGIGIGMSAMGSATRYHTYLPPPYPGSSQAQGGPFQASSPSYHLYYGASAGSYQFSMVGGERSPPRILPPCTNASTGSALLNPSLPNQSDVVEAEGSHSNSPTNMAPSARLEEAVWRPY
Target sequence (Q13951 whole entry, looked up): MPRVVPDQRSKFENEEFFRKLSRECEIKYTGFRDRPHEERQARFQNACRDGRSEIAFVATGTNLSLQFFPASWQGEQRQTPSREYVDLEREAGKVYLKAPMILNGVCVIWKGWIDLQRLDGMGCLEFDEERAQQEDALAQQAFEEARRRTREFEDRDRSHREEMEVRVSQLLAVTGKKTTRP
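Compounds were screened at multiple concentrations against a preformed CBF-beta(His)/RUNX1(biotin) complex (30 nM of each) for 15 min at room temperature, followed by 90 min with nickel and streptavidin beads and AlphaScreen reading.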
aGal spleen mod: qHTS Assay for Inhibitors and Activators of Human alpha-Galactosidase From Spleen Homogenate; human spleen homogenate, 4MU-alpha-Gal fluorescence, 40 min; 0.008% of 240,000 active; Potency, µM (series often up to 80 µM), for the others: at the top dose activity change, negative = inhibition, hits mostly inhibitors; Alpha-galactosidase A (Homo sapiens), P06280;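 also: potency is read from the fitted curve at half-maximal effect; 0% = enzyme with vehicle and -100% = no enzyme basal signal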
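Human spleen homogenate (1 ug) was the enzyme source, with 4-methylumbelliferyl-alpha-D-galactopyranoside (1 mM final) in pH 5.0 citrate buffer with 0.01% Tween-20. Compounds were titrated; after 40 min at 37C, NaOH/glycine stop, 4-MU fluorescence read; AC50 from Hill fits.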
Tau FP inhib: qHTS for Inhibitors of Tau Fibril Formation, Fluorescence Polarization. AID 1468, 2008. 0.39% of 280,000 active. Microtubule-associated protein tau (Homo sapiens), P10636. K18 P301L tau heparin fibrillization, Alexa594 FP, 6 h. Potency, µM (series often up to 57.7 µM), for the others: at the top dose activity, negative = inhibition, hits mostly inhibitors; also: potency is read from the fitted curve at half-maximal effect; % is scaled to controls: 0 for no effect and ±100 for the full control effect; nearly all actives have a fitted effect of over 55% in size
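Recombinant K18 P301L […], labeled with Alexa 594 at 0.24 uM over 15 uM unlabeled; heparin inducer 20 uM final; 37 C, 6 hr; FP endpoint.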
Epigenetic derep: Quantitative High-Throughput Screen for Regulators of Epigenetic Control | murine LDR cells, GFP reporter derepression, 30 h | 0.2% of 280,000 active | AID 1865, 2009 | Potency, µM (titrated, usually from 53.9 µM), for inactives: at the highest dose GFP activation, actives largely listed as activators; also: potency is read from the fitted curve at half-maximal effect; % of control where 0% means no effect; nearly all actives have a fitted effect of over 60% in size
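Derepression of a silenced CMV-GFP reporter in murine LDR cells is scored by enumerating GFP-positive cells with a laser-scanning microplate cytometer after 30 hours of treatment at 37 C.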
TRb SRC2 PPI: qHTS for Inhibitors of the Interaction of Thyroid Hormone Receptor and Steroid Receptor Coregulator 2 | Potency, µM (doses to about 106 µM), for inactives: top-dose activity change, negative = inhibition, usual class: inhibitors | 0.065% of 280,000 active | TRbeta-SRC2 peptide binding, fluorescence polarization; receptor liganded with 1 µM T3 | AID 1469, 2008;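 also: potency is read from the fitted curve at half-maximal effect; plate controls were bound peptide for no effect and peptide without receptor for full effect; nearly all actives have a fitted effect of over 50% in size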
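Quantitative HTS by FP: 0.6 uM TRb LBD, 20 nM labeled SRC2 20-mer, 1 uM T3, 5% DMSO; 5 hr ambient incubation; % activity per concentration and potencies from concentration series.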
Numbers without * were called inactive; u = inconclusive; x = not tested or not shown; [ ] = dose if it differs, or a comment. Unless noted, calls follow the shape of the dose curve; as a rule, active = well fitted curve in the direction sought with a large enough effect; inconclusive = small, poorly fitted or top-dose-only effect, or another doubt; inactive = no such curve, though single readings can be large; an effect the other way counts as inactive or inconclusive. Only part of the results is shown; rates above refer to the full screens.

SMILES	NPSR antag	Tau fluor counter	TexasRed fluor	CBFb RUNX1 block	aGal spleen mod	Tau FP inhib	Epigenetic derep	TRb SRC2 PPI
COc1ccc(CC(=O)N2CCNC2=O)cc1	-7.9%[46.1 µM]	-8.1%	-0.7%	3.2%	3.8%	1.9%	-1.1%	-9.6%
O=C(CC1CC2CCC1C2)OCC(=O)c1c[nH]c2ccccc12 (stereo not given)	-27.7%[46.1 µM]	u	0.4%	11.7%	-3.7%	u	-3.4%	-2.0%
O=C(CSc1nc(-c2ccco2)cc(C(F)(F)F)n1)N1CCN(Cc2ccccc2)CC1	-15.8%[46.1 µM]	-7.8%	-1.6%	-0.4%	-6.0%	4.8%	0.0%	-5.6%
O=c1[nH]c(C(Cl)Cl)nc2sc3c(c12)CCN(Cc1ccccc1)C3	-10.2%	4.6%	-1.6%	-1.5%	15.2%	0.9%	1.9%	-2.9%
CCN(CC)c1ccc(NC(=O)CN2CCN(CC(=O)Nc3ccccc3F)CC2)cc1	-19.9%[46.1 µM]	-18.4%	3.3%	-7.1%	1.5%	6.5%	0.0%	7.8%
CC(C)(C)c1cc(C(=O)N/N=C/c2ccccn2)n[nH]1	-16.9%	-5.8%	-2.1%	u	3.9%	-0.2%	-0.9%	2.6%
CC(C)N(C(=O)Nc1ccc2nccnc2c1)C(C)C	1.9%[46.1 µM]	-15.6%	-0.8%	-7.3%	7.6%	-20.2%	4.1%	-0.7%
CS(=O)(=O)N(CC(=O)NCCc1ccccc1)C1CCCCC1	-2.9%[46.1 µM]	1.9%	1.4%	10.1%	-12.0%	9.5%	2.0%	-18.2%
COc1ccc(S(=O)(=O)N(CC(=O)N2CCN(c3ccccc3)CC2)c2ccccc2)cc1	u	-9.2%	1.3%	3.3%	1.4%	-1.4%	-4.1%	-0.2%
COc1cc(CNC(C)(C)CO)ccc1OCC(=O)NC(C)(C)C	11.0%	2.0%	0.7%	8.4%	2.5%	7.3%	-0.9%	5.2%
CC(=O)c1cccc(NC(=O)CN2C(=O)c3cccnc3Sc3ccccc32)c1	x	-11.6%	-1.8%	x	x	4.7%	4.4%	-1.2%
COc1cc(CC(=O)NCc2ccco2)cc(OC)c1OC	-3.5%[46.1 µM]	-5.0%	0.1%	1.7%	-3.2%	-5.9%	-2.5%	-1.5%
COCCN1Cc2cccc(C(=O)Nc3cc(C)cc(C)c3)c2C1=O	-16.2%[46.1 µM]	-21.6%	-1.9%	13.7%	6.3%	-12.5%	-1.1%	-1.5%
CCC1CCCCN1S(=O)(=O)c1ccc(C(=O)Nc2sc3c(c2C(=O)NC)CCC3)cc1 (stereo not given)	x	-19.7%	0.6%	x	x	3.5%	0.0%	-1.5%
CN(C)S(=O)(=O)c1ccc(N2CCN(S(=O)(=O)c3ccc(F)cc3)CC2)c(Cl)c1	-18.8%[46.1 µM]	-12.4%	3.2%	2.8%	4.3%	1.8%	0.0%	5.3%
CC1CN(c2nc(-c3ccccc3)nnc2-c2ccccc2)CC(C)O1 (stereo not given)	-19.7%[46.1 µM]	-9.3%	-4.4%	-2.1%	1.9%	-6.8%	-1.0%	0.3%
CC(C)Oc1ccc(C(=O)Nc2ccc3oc(-c4ccncc4)nc3c2)cc1	x	-0.7%	u	x	x	1.7%	-1.6%	-15.6%[53 µM]
O=C(O)/C=C/c1ccc(S(=O)(=O)NCc2cccnc2)cc1	20.7%	-6.2%	-0.2%	9.5%	5.8%	-6.2%	0.0%	-1.8%
O=C(N/N=C/c1ccc(N2CCOCC2)cc1)c1ccc(NS(=O)(=O)c2cccs2)cc1	-8.2%	u	0.4%	-0.2%	-4.7%	12.8%	-1.5%	-2.3%
CCOc1cccc(C2C(C(=O)c3ccc(C)o3)=C(O)C(=O)N2c2nccs2)c1 (stereo not given)	-17.3%[46.1 µM]	u	1.0%	-11.1%	-2.8%	15.0%	-1.0%	2.1%
Cc1nnc(NC(=O)NCN2C(=O)C3C4C=CC(C4)C3C2=O)s1 (stereo not given)	-6.4%[46.1 µM]	-3.0%	3.6%	-2.7%	5.9%	3.2%	-1.1%	-1.4%
Cc1ccc(C(C)C)c(OCC(=O)Nc2ccc(Cl)cn2)c1	u	-9.6%	-0.3%	9.5%	-6.9%	-7.3%	-2.1%	-2.9%
NC(N)=Nc1nc(-c2ccccc2)c2cc(F)ccc2n1	-43.4%	-1.3%	0.3%	8.2%	12.4%	5.2%	1.6%	9.6%
Cc1ccc(-c2onc(C)c2C)cc1S(=O)(=O)N1CCc2ccccc21	x	-16.0%	-0.2%	x	x	-7.1%	u	-3.1%
CCC1SC(CC)C(=O)N(CC(=O)NC2CCCCC2)C1=O (stereo not given)	-8.4%	1.8%	-0.4%	1.5%	-1.4%	-3.5%	-3.8%	3.8%
CN(C)c1ccnc2sc3c(=O)n(Cc4ccccc4)cnc3c12	-17.9%[46.1 µM]	-13.3%	-0.4%	0.9%	0.1%	-6.1%	-0.9%	-2.5%
CSc1ccc(S(=O)(=O)NCc2ccccc2Cl)cc1	-24.3%[46.1 µM]	-15.8%	-9.9%	5.2%	-8.0%	0.0%	0.0%	-0.5%
CCOC(=O)c1c(C)oc2nc(C)nc(NCc3ccc(OC)cc3)c12	x	-13.8%	-7.7%	x	x	-5.0%	-0.2%	0.4%
CN(c1ncc(C(F)(F)F)cc1Cl)n1cc(C(=O)O)c2ccccc2c1=O	-1.5%[46.1 µM]	-5.5%	-0.2%	-4.1%	-1.4%	-9.6%	1.0%	-3.3%
O=C(N[C@@H](Cc1ccccc1)C(=O)O)c1ccncc1	-7.4%	-7.6%	-1.0%	0.6%	18.5%	6.5%	-1.3%	-10.2%
O=C(/C=C/c1ccccc1)Nc1cc(-c2nc3ccccc3o2)ccc1Cl	x	-13.3%	-4.5%	x	x	u	0.0%	-3.8%
Cc1cc(N2CCN(c3nc4ccccc4s3)CC2)n2ncnc2n1	-1.5%[46.1 µM]	5.0%	1.2%	-1.3%	-11.3%	u	-2.3%	-14.5%
CC(C)(C)c1cc(NCCCn2ccnc2)n2ncc(-c3ccccc3)c2n1	u	u	-0.7%	3.0%	3.7%	14.5%	1.2%	2.0%
COc1ccc(CNc2ncnc(N)n2)cc1	-3.7%[46.1 µM]	-8.5%	-4.8%	-1.5%	-3.5%	-4.0%	0.7%	-0.4%
CCN(Cc1ccccc1)C(=O)Cn1c(=O)oc2ccccc21	-3.0%	9.3%	-5.3%	2.0%	-2.4%	-7.4%	1.1%	-2.9%
O=C(C1CCN(S(=O)(=O)c2cccc3cccnc23)CC1)N1CCN(c2ccccn2)CC1	-4.9%[46.1 µM]	-13.4%	-1.2%	-3.6%	-10.6%	-6.3%	-0.9%	-2.4%
CN1CCN(C(=O)C2=C[C@@H](c3coc4ccccc4c3=O)C[C@@H](OCc3ccc(CO)cc3)O2)CC1	6.2%	-6.9%	-0.5%	9.3%	-4.8%	2.5%	4.5%	-0.1%
CCOC(=O)Cc1csc(SCC(=O)NC(C)C23CC4CC(CC(C4)C2)C3)n1 (stereo not given)	-27.4%	16.3%	2.8%	-2.2%	-3.7%	12.2%	1.0%	5.6%
N#CC(C(=O)Nc1cccc(Cl)c1)=C1Nc2ccccc2N1	-4.7%[46.1 µM]	-13.8%	1.1%	18.3%	6.6%	8.8%	2.4%	-4.6%
CS(=O)(=O)Nc1cccc(C2=NN(S(=O)(=O)c3ccccc3)C(c3ccco3)C2)c1 (stereo not given)	-35.4%	-24.6%	-3.3%	-2.7%	-6.9%	0.7%	0.9%	5.1%

Complete entries, quoted from the list. Values in the order: NPSR antag, Tau fluor counter, TexasRed fluor, CBFb RUNX1 block, aGal spleen mod, Tau FP inhib, Epigenetic derep, TRb SRC2 PPI
CS(=O)(=O)Nc1cccc(C2=NN(S(=O)(=O)c3ccccc3)C(c3ccco3)C2)c1 (stereo not given) as listed: -35.4%, -24.6%, -3.3%, -2.7%, -6.9%, 0.7%, 0.9%, 5.1%
COc1ccc(CNc2ncnc(N)n2)cc1 as listed: -3.7%[46.1 µM], -8.5%, -4.8%, -1.5%, -3.5%, -4.0%, 0.7%, -0.4%

Other records:
SMILES	NPSR antag	Tau fluor counter	TexasRed fluor	CBFb RUNX1 block	aGal spleen mod	Tau FP inhib	Epigenetic derep	TRb SRC2 PPI
Cc1c(C)n(C)c2ccc(C(=O)NCCCN3CCCCC3C)cc12 (stereo not given)	x	1.2%	-2.4%	x	x	5.3%	8.7%	-6.8%
COc1ccc(N=C(C)c2sc3ccccc3c2O)cc1	-6.0%	-23.8%	-2.8%	10.5%	7.6%	6.7%	2.3%	1.7%
COc1cccc(Cc2nc3ccccc3nc2SCC(=O)N2CCN(c3ccccc3)CC2)c1	x	-20.0%	-2.2%	x	x	-2.2%	-10.8%	0.0%
C=C(C)C(=O)OCCCCCC	x	x	-0.2%	-1.3%[21.7 µM]	-1.3%	x	x	-4.6%
CCOc1ccc(S(=O)(=O)Nc2cccnc2)cc1	0.2%[46.1 µM]	4.5%	-1.2%	0.6%	0.6%	4.5%	-8.4%	-9.4%
O=C(c1ccc2c(c1)OCO2)N(Cc1cccs1)C1(C(=O)NC2CCCCC2)CCCCC1	-38.2%	-1.0%	-17.5%	-2.3%	5.7%	7.1%	0.0%	8.9%
